Source: PubChem (National Center for Advancing Translational Sciences (NCATS))
GLP1R inv ag – acts as inverse agonist at human GLP-1 receptor; P43220; HEK293 GLP-1R CRE-luciferase, luminescence, 24 h; GLP-1R form is constitutively active; Potency, µM (doses to about 38.3 µM), without a hit: at the top dose activity change, negative = inhibition, most hits filed as inhibitors; 410,000 tested, 1.6% active; also: potency is read from the fitted curve at half-maximal effect; % is scaled to controls: 0 for no effect and ±100 for the full control effect; nearly all actives have a fitted effect of over 55% in size
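HEK293 cells stably co-expressing a cAMP-responsive luciferase reporter and constitutively active GLP-1R were seeded, incubated 12 h, then exposed to compounds for 24 h at 37 C. Luminescence was read 12 min after detection reagent; inverse agonists lower signal.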
PTHR1 ag – agonists of human PTHR1 parathyroid hormone receptor; 410,000 tested, 0.075% active; AID 743266; Potency, µM (titrated, usually from 115 µM), without a hit: top-dose activation, hits mostly activators; Q03431; HEK293 GP2 PTHR1 cells, GloSensor cAMP luminescence, 1 h; also: potency is read from the fitted curve at half-maximal effect; nearly all actives have a fitted effect of over 55% in size; some results filed as inactive show a strong effect at the top dose; inactives centre near -15; many of its hits are not listed in these tables
Target sequence (Q03431 whole entry, looked up): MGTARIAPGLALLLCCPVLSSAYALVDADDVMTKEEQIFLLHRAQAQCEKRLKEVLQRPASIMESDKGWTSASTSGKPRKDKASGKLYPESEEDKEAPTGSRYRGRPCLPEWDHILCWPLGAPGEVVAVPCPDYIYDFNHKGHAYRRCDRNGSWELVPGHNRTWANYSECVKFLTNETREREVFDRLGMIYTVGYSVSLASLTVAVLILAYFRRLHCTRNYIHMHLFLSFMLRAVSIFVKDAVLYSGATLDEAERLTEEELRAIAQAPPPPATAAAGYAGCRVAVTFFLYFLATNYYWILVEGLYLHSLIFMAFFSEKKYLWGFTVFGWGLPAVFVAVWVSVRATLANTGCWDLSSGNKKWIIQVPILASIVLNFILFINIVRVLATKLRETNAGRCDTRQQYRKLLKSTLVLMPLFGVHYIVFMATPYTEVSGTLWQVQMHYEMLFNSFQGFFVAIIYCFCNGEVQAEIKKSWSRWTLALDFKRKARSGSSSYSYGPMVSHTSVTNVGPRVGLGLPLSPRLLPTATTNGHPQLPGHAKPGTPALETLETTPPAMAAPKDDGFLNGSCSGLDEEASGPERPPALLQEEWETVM
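HEK-293-derived GP2 cells expressing PTHR1 and a GloSensor cAMP reporter, 3,000/well, plated overnight, given luciferin plus IBMX (each 0.5 mM as added) for 1 h at 37 °C, then compound for 1 h at 37 °C. Luminescence was read after 15 min at room temperature.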
GLP-1R agonist – agonists of human GLP-1 receptor; P43220; HEK293 GLP-1R CRE-luciferase, luminescence, 4-6 h; cells express a hypersensitive GLP-1R form; Potency, µM (highest dose often 45.6 µM), for inactives: at the highest dose activation, actives largely listed as activators; 380,000 tested, 0.007% active; AID 624172; also: potency is read from the fitted curve at half-maximal effect; % of control where 0% means no effect
KB-V1 MDR tox – KB-V1 MDR subline cytotoxicity; KB-V1 MDR cells viability, CellTiter-Glo, 72 h; Potency, µM (titrated, usually from 46.1 µM), for inactives: at the top dose activity change, negative = cytotoxicity, most hits filed as cytotoxic; 400,000 tested, 3.4% active; also: potency is read from the fitted curve at half-maximal effect; % is scaled to controls: 0 for no effect and ±100 for the full control effect; nearly all actives have a fitted effect of over 60% in size
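KB-V1 MDR subline cells in DMEM (phenol-red free, 10% FBS) exposed to compounds in qHTS concentration series for 72 h at 37 degrees C. Viability read by CellTiter-Glo luminescence; concentration-effect curves fitted after normalization and correction.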
DRD3 agonist – agonists of human D3 dopamine receptor | D3R DiscoveRx beta-arrestin cells, luminescence, 90 min | max activation, % | P35462 | 410,000 tested, 0.58% active | AID 652048; in the data active = max activation above about 30%; also: 0% is about no effect; mostly tested at two doses, the higher about 12 µM
Target sequence (P35462 whole entry, looked up): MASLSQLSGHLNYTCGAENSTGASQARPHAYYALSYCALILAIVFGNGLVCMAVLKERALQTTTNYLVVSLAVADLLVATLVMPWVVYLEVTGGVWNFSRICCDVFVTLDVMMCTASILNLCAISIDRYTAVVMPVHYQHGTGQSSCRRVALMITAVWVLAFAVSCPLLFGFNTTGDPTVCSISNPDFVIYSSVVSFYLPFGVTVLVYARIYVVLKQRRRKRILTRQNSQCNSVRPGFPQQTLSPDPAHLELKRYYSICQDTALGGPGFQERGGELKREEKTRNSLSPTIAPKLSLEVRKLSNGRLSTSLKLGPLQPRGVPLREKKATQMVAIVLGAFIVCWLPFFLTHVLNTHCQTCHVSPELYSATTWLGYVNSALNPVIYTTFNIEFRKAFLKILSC
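Agonist-mode cell screen: cells plated at 1500/well and incubated overnight at 37 °C, then exposed to library compounds for 90 min at 37 °C. Detection reagent was added for 30–60 min at room temperature, and luminescence was read.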
aSyn yeast inh – inhibitors of alpha-synuclein toxicity in yeast | Potency, µM (top dose mostly 46.1 µM), for the others: at the top dose growth rescue (activation), hits mostly activators | AID 652106 | 370,000 tested, 0.14% active | Yeast expressing alpha-synuclein, growth rescue, BacTiter-Glo, 24 h; also: potency is read from the fitted curve at half-maximal effect; % of control where 0% means no effect; nearly all actives have a fitted effect of over 65% in size
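Screening used galactose-induced yeast with toxic alpha-synuclein levels, exposed to compound for 24 hr at 30 deg C. Cell growth, read with BacTiter-Glo luminescence, gave the measured signal.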
TDP43 rescue – rescues yeast growth from TDP-43 toxicity. TDP-43 expressing yeast growth rescue, BacTiter-Glo, 24 h. Potency, µM (series often up to 46.1 µM), without a hit: at the top dose growth rescue (activation), usual class: activators. 410,000 tested, 1.8% active; also: potency is read from the fitted curve at half-maximal effect; % of control where 0% means no effect; nearly all actives have a fitted effect of over 50% in size
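Yeast expressing TDP-43 (pregrown in raffinose, seeded at OD600=0.02 in galactose medium) exposed to compounds 24 hr at 30 deg C. Growth read by BacTiter-Glo luminescence; rescue of toxicity appears as increased signal.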
HEK293 tox – cytotoxic in the GLP-1 receptor inverse agonist counter-screen. HEK293 cAMP-luciferase reporter cells, luminescence, 24 h. Potency, µM (top dose mostly 38.3 µM), for inactives: at the highest dose activity change, negative = inhibition, most hits filed as inhibitors. 410,000 tested, 0.13% active;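 also: loss of luciferase light is scored as toxicity; potency is read from the fitted curve at half-maximal effect; % is scaled to controls: 0 for no effect and ±100 for the full control effect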
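Here, cytotoxicity is scored as loss of luminescence. The MLSMR collection was tested on cells seeded in medium containing 10% Nu serum, with a 24 hr compound exposure preceded by 12 hours of culture.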
D3 antag – antagonists of human D3 dopamine receptor; P35462; D3R cells, DiscoveRx beta-arrestin luminescence, antagonist mode; hits give low values; max response, negative = inhibition, %; 360,000 tested, 2.5% active; AID 652054; in the data active = max response below about -50%; inconclusive = no clear call, values can overlap the other calls; also: % is scaled to controls: 0 for no effect and ±100 for the full control effect; mostly tested at two doses, the higher about 12 µM
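Cells expressing the human receptor were seeded at 1500 cells/well, incubated overnight at 37 degrees C in 5% CO2, then exposed to library compounds with dopamine controls for 90 minutes at 37 degrees C before luminescent detection.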
* = called active by the depositor; i = inactive; ? = inconclusive; / = no result given; & = joins results of further samples; [ ] = another dose, or the depositor's remark. Unless noted, calls follow the shape of the dose curve; as a rule, active = well fitted curve in the direction sought with a large enough effect; inconclusive = small, poorly fitted or top-dose-only effect, or another doubt; inactive = no such curve, though single readings can be large; an effect the other way counts as inactive or inconclusive.

SMILES	GLP1R inv ag	PTHR1 ag	GLP-1R agonist	KB-V1 MDR tox	DRD3 agonist	aSyn yeast inh	TDP43 rescue	HEK293 tox	D3 antag
CCOC(=O)c1c(N/N=C/c2ccncc2)n[nH]c1C	36%[activator]	i	20%	-18%	-16	2%	-25%	-3%	-23
OCCSc1c(F)c(SCCO)c(SCCO)c(F)c1SCCO	5%	-12%[57.5 µM]	-9%	18%	8	2%	0%	0%	18
COc1cccc(CNC(=O)c2cnc(N3CCCC3)nc2C)c1	13%	-17%	/	14%	10	/	?	1%	/
CCOc1cc(C2C(C(=O)N3CCOCC3)=C(C)NC3=C2C(=O)CCC3)ccc1O (stereo not given)	0%	-10%[57.5 µM]	0%	3%	2	-1%	-2%	-23%	6
OC[C@@H]1CN(Cc2ccc(Cl)cc2)C[C@H](n2cnc3c(N4CCN(c5ccccc5)CC4)ncnc32)O1	?	-68%[inhibitor]	-2%	?	0	?	32µM*	?	6
COc1ccccc1C=NNC(=O)c1ccccc1OCCOc1ccccc1	?	-25%	2%	?	4	0%	6%	-28%	23
O=C(CSc1ncnc2c1cnn2-c1ccccc1)NC1CCCC1	-15%	-49%[inhibitor]	-2%	?	13	3%	?	-11%	7
COC(=O)c1cc2c(s1)-c1ccccc1OC2	3%	-22%	12%	-1%	18	2%	?	-13%	16
O=C(O)CCSC(=S)N1CCOCC1	-9%	-20%	-3%	5%	1	-6%	-2%	3%	-12
CCC(=O)N1CCC1(C)C(=O)NCc1ccccc1SC (stereo not given)	27%	3%	-5%	-1%	2	8%	7%	4%	1
COc1cc(NS(=O)(=O)c2ccc(NC(=O)c3cccs3)cc2)nc(OC)n1	29%	i	-1%	7%	-1	-1%	-3%	9%	6
NS(=O)(=O)c1ccc(N=Nc2ccc(=O)[nH]c2O)cc1	7%	i	9%	?	-16	0%	8%	?	-102*
N#Cc1nc(COc2ccc(F)cc2)oc1N1CCC(Cc2ccccc2)CC1	?	?	0%	?	-4	6%	20%	10%	4
COc1ccccc1N1CCN(CC(O)COc2ccc(C)cc2C)CC1 (stereo not given)	?	-22%	0%	-6%	-20	-2%	-16%	-22%	-94*
CCCNC(=O)COc1nc2ccccc2nc1N1CCOCC1	16%	i	2%	?	2	4%	-4%	8%	2
CC(c1ccccc1)n1c(CCCO)nc2ccccc21 (stereo not given)	-13%	i	4%	9%	2	-6%	15%	3%	-17
CCN(CC)CCNC(=O)c1cc(-c2ccc(Br)s2)nc2ccccc12	?	-20%&14%	-5%	?	-20&-19	5%	7%&10%	?	?
CCOC(=O)N1CCN(C(=O)c2ccc3c(=O)n(CCc4ccccc4)c(=O)[nH]c3c2)CC1	-9%	-7%[57.5 µM]	-2%	-6%	4	-11%	21%	-21%	42
Cc1ccc(/C=N\NC(=O)c2cncc(Br)c2)o1	4%	-22%	-4%	?	10	-5%	11%	5%	-9
Cc1ccc(S(=O)(=O)N2CCOCC2)cc1NC(=O)COC(=O)/C=C/c1ccco1	0%	i	0%	-8%	3	-6%	3%	14%	-2
Cc1ccc(NC(=O)Cc2ccsc2)cc1S(=O)(=O)N1CCOCC1	-14%	-28%	-3%	9%	-7	-4%	9%	8%	-16
CCC(=O)Nc1cc2nn(-c3ccccc3)nc2cc1Cl	11%	-24%[57.5 µM]	3%	5%	0	-1%	7%	-7%	0
O=S1(=O)CCN2C=C(Br)C=C(Br)C2=N1	8%	i	-7%	10%	-17	-3%	-20%	0%	?
CCCCN(CCCC)CCCNC(=O)C12CN(Cc3ccccc3)CC1C(c1cccc([N+](=O)[O-])c1)=NO2 (stereo not given)	-24%	i	12%	-24%	-61	2%	4%	0%	-26
COc1cccc(CN2CC(C(=O)N(C)Cc3nc4ccc(F)cc4[nH]3)CCC2=O)c1 (stereo not given)	-8%	-16%	0%	18%	-3	0%	13%	-8%	8
COc1cccc(/C=C2\SC(=O)N(CC(=O)NCCCn3ccnc3)C2=O)c1	?	5%	11%	14%	5	0%	-15%	-10%	-5
O=C(OCC(=O)N1CCN(c2ccccc2)CC1)c1ncc(Cl)c(Cl)c1Cl	16%	i	7%	8%	0	-2%	6%	6%	-9
Cc1ccc(N=C2S/C(=C\c3cn(CC(=O)O)c4ccccc34)C(=O)N2C)cc1	0%	i	1%	-20%	3	-5%	20%	?	2
COc1ccc(CN(C)c2ccc(S(=O)(=O)N3CCN(C)CC3)cc2[N+](=O)[O-])cc1OC	26%	-31%	3%	?	4	0%	6%	-19%	19
CCN(Cc1ccccc1)C(=O)c1cc2c(OC)c(OC)c(OC)cc2[nH]1	?	7%	1%	11%	16	-4%	10%	3%	-26

Part of the list above, with values under each structure.
Screens in order – GLP1R inv ag, PTHR1 ag, GLP-1R agonist, KB-V1 MDR tox, DRD3 agonist, aSyn yeast inh, TDP43 rescue, HEK293 tox, D3 antag
- Cc1ccc(S(=O)(=O)N2CCOCC2)cc1NC(=O)COC(=O)/C=C/c1ccco1
→ 0%, i, 0%, -8%, 3, -6%, 3%, 14%, -2
- O=C(OCC(=O)N1CCN(c2ccccc2)CC1)c1ncc(Cl)c(Cl)c1Cl
→ 16%, i, 7%, 8%, 0, -2%, 6%, 6%, -9
- CCOC(=O)N1CCN(C(=O)c2ccc3c(=O)n(CCc4ccccc4)c(=O)[nH]c3c2)CC1
→ -9%, -7%[57.5 µM], -2%, -6%, 4, -11%, 21%, -21%, 42

The results go on:
SMILES	GLP1R inv ag	PTHR1 ag	GLP-1R agonist	KB-V1 MDR tox	DRD3 agonist	aSyn yeast inh	TDP43 rescue	HEK293 tox	D3 antag
COC(=O)/C=C/C(=O)Nc1cccnc1	6%	i	3%	3%	-2	-11%	-6%	-6%	2
Cc1cccc(CCNS(=O)(=O)c2ccc3c(c2)CCN3C(=O)CCC(=O)O)c1	-8%	i	5%	45%	2	10%	0%	-5%	-1
COc1ccc(CN2COc3ccc4c(-c5ccc(OC)cc5)cc(=O)oc4c3C2)cc1	5%	i	/	-3%	-28	/	-13%	77%[activator]	/
O=C(NOCc1ccccc1)c1ccc(Cl)cc1Cl	?	-40%[inhibitor]	-2%	0%	-7	1%[1.84 µM]	25%	2%	-19
Cc1ccccc1-c1nc(S(=O)(=O)c2ccc(Br)cc2)c(NCc2cccnc2)o1	?	i	1%	0%	23	2%	-9%	-14%	5
CCN(CC)S(=O)(=O)c1ccc(C)c(NC(=S)N2CCN(C/C=C/c3ccccc3)CC2)c1	?	-52%[inhibitor]	2%	-25%	10	1%	2%	-6%	23
O=C1CSCC(=O)N1c1ncc(C(F)(F)F)cc1Cl	-6%	4%	-9%	-12%	-3	-9%	-4%	10%	-8
Cc1ccc(CNC(=O)c2ccc3c(=O)n(CC4CCCO4)c(=S)[nH]c3c2)cc1 (stereo not given)	3%	i	-11%	16µM*	2	-2%	-1%	-2%	16
NC(=S)N=Nc1ccc(O)cc1	25%	-26%	-3%	16%	-3	-15%	13µM*	?	-12
CC(C)OC(=O)COc1cc(O)c2c(=O)cc(-c3ccccc3)oc2c1	16%	-5%	3%	0%	0	-7%	9%	-16%	4
Cc1ccc(-c2c3c(=O)n(C)c(=O)n(C)c3cn2-n2cnnc2)cc1	13%	-19%[57.5 µM]	-16%	0%	-18	0%	-8%	-21%	?
CC(C)c1ccccc1NC(=O)CN1C(=O)c2ccccc2C1=O	-9%	i	16%	19%	2	-1%	-14%	-10%	-26
COc1ccc(-n2c(COc3cccc4ccccc34)nnc2SCC#N)cc1	?	i	-1%	-11%	-4	25%	-4%	-20%	13
COc1ccccc1N1CCN(C(=O)c2ccc(CSc3ccccc3)cc2)CC1	?	-9%	-2%	?	2	0%	?	-2%	6
CCN1C(=O)/C(=c2\o/c(=C3\C=Cc4ccccc4N3CC)c(=O)n2CC)SC1=S	-7%	-7%[57.5 µM]	-3%	12%	2	-10%	3%	-16%	-5
Cc1ccc(S(=O)(=O)N2CC(O)C[C@H]2C(=O)OCC(=O)c2ccccc2)cc1 (stereo not given in full)	3%	-17%	0%	16%	2	6%	11%	-7%	8
Cc1c(C(=O)Nc2c(C)n(C)n(-c3ccccc3)c2=O)oc2ccccc12	4%	-2%	-6%	-10%	2	-3%	4%	-9%	-7
COc1cc(C(=O)Nc2c(C(=O)Nc3ccccc3F)oc3ccccc23)cc(OC)c1OC	-18%	-56%[inhibitor]	2%	-6%	3	/	24%	0%	/
C#Cc1ccc([C@H]2C=C(C(=O)N3CCOCC3)O[C@@H](OCc3ccc(CO)cc3)C2)cc1	1%	i	1%	7%	12	2%	12%	1%	4
COc1ccc(N(CC(=O)Nc2ccc(S(=O)(=O)N3CCCCC3)cc2)S(C)(=O)=O)cc1OC	0%	i	-9%	9%	-10	0%	2%	30%	-1
Cc1cccc(C)c1NC(=O)C(c1cccc([N+](=O)[O-])c1)N(C)C(=O)c1ccccn1 (stereo not given)	13%	-1%	-1%	?	3	-1%	0%	-23%	1
O=C(CP(=O)(c1ccccc1)c1ccccc1)Nc1nc2ccc(Cl)cc2s1	11µM*	-41%	0%	-3%	-4	1%	14%	-1%	-13
CC(C)(C)c1ccc(C(=O)N2[C@H](COCc3ccccc3)C=CS2(=O)=O)cc1	?	-7%	-7%	10%	-5	24%	?	-9%	0
O=C(Nc1nnc(S(=O)(=O)N2CCCCCC2)s1)c1ccccc1Cl	?	-14%&-32%	0%	-22%&-5%	0&6	-15%	?	0%&2%	14
CC(C)C[C@@H](COCc1cccc(Cl)c1)N1CCN(C(=O)c2ccc(C(F)(F)F)cc2)CCC1=O	?	i	6%	?	7	?	?	-24%	69
CCN(CC)CP(=O)(c1ccccc1)c1ccccc1	0%	i	-3%	-6%	8	1%	15%	-3%	-14
CCCOc1ccc(-c2csc(NC(=O)CN3C(=O)CCC3=O)n2)cc1	16%	i	-6%	-30%	2	6%	3%	-1%	-12

An excerpt; count on the stated rates, not on these rows.
